CCT modulator – High-Throughput Screening for Modulators of Cytosolic Chaperonin Activity. purified chaperonin ATPase assay, HTRF ADP detection, 30 min. activity change, % (no concentration beside the values), hits read low. hit rate 0.3% among 360,000; in the data active = activity change below about -30%; note: % is set by controls: 0 for no effect and ±100 for the full control effect
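ATPase activity: ADP formed was measured by HTRF Transcreener (665/615 nm ratio) after 30 min at 37 deg C with 10 uM ATP. Compounds screened at one 76 uM concentration against 40 or 20 nM TRiC in Tris pH 7.4/KCl/MgCl2/DTT buffer.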
Nrf2 ARE act – qHTS of Nrf2 Activators | AREc32 ARE-luciferase reporter (MCF7-derived line), luminescence, 24 h | hit rate 0.31% among 410,000 | Potency, µM (titrated, usually from 46.1 µM), without a hit: at the highest dose activation, most hits filed as activators; note: potency is the fitted concentration of half-maximal effect; % of control where 0% means no effect; nearly all actives have a fitted effect of over 65% in size
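AREc32 cells carrying an ARE-driven firefly luciferase, 1000 cells/well in OPTI-MEM with 5% FBS, dosed after overnight attachment and incubated 24 hr at 37 deg C. Steady-Glo luminescence read after 30 min at RT.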
Akt phos inh – HTS Assay for Inhibitors of Akt Phophorylation: Primary Screen | Neuro2A IGF-stimulated pAkt S473 HTRF, 20 min; stronger effect = lower value | activity change, % for hits at 50 µM | hit rate 0.32% among 360,000; in the data active = activity change below about -80%; inconclusive = mostly about -51% to -80%; note: % is set by controls: 0 for no effect and ±100 for the full control effect
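Single-point screen (50 µM final compound) in Neuro2A cells stimulated 20 min with 6 nM IGF at 37 deg C. After lysis, Ser473-phosphorylated Akt read by HTRF (ex 330 nm, em 615/665 nm) as the 665/615 ratio.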
TGFb SMAD3 inh – qHTS for Inhibitors of TGF-b. HepG2 CAGA-GFP TGF-b/SMAD3 reporter, GFP fluorescence, 18 h; TGF-beta stimulated, 500 pg/mL final. Potency, µM (top dose mostly 46.1 µM), for the others: at the highest dose activity, negative = inhibition, usual class: inhibitors. hit rate 1.2% among 410,000. AID 588855, 2011; note: potency is the fitted concentration of half-maximal effect; % is set by controls: 0 for no effect and ±100 for the full control effect; nearly all actives have a fitted effect of over 65% in size
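HEPG2 CAGA-GFP reporter cells (1000/well, DMEM with 1% FBS) received compounds, then recombinant TGF-beta at 500 pg/mL final for 18 hours at 37 degrees C. Per-cell GFP summed per well was normalised to unstimulated and stimulated DMSO controls before curve fitting.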
HepG2 tox – qHTS for Inhibitors of TGF-b: Cytotox Counterscreen | HepG2 CAGA-GFP viability, ATP luminescence, 18 h | Potency, µM (titrated, usually from 46.1 µM), for the others: at the top dose activity change, negative = cytotoxicity, usual class: cytotoxic | hit rate 0.76% among 410,000; note: potency is the fitted concentration of half-maximal effect; some results filed as inactive show a strong effect at the top dose
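CellTiter-Glo luminescence gave cytotoxicity after 18 hours at 37 degrees C. The cells were HepG2 CAGA-GFP in 1% FBS DMEM, stimulated with 500 pg/mL TGF-beta after compound addition. %Activity was normalised to no-cell wells (complete cell-killing) and DMSO (no toxicity), and curves were fitted and classified.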
Nrf2 inh – Nrf2 qHTS screen for inhibitors. A549 ARE-Fluc reporter, luciferase luminescence, 18-24 h. Potency, µM (doses to about 46 µM), for the others: top-dose activity change, negative = inhibition, actives largely listed as inhibitors. hit rate 2.1% among 360,000; note: potency is the fitted concentration of half-maximal effect; % is set by controls: 0 for no effect and ±100 for the full control effect; nearly all actives have a fitted effect of over 60% in size
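Reporter: ARE-Fluc in A549. Exposure: 18-24 h, 37 °C, 5% CO2, 5% FBS OPTI-MEM. Readouts: fluorescent cytotoxicity (CellTiter-Fluor), then luminescent Nrf2 signal after BugLite.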
Mm-Cpn inhibitor – Inhibitors of TCP-1 ring complex (TRiC) of Methanococcus maripaludis (MmCpn): qHTS. Chaperonin Mm-Cpn (Methanococcus maripaludis). purified Mm-Cpn ATPase, ADP Transcreener TR-FRET. Potency, µM (highest dose often 76.9 µM), for the others: at the highest dose activity, negative = inhibition, hits mostly inhibitors. hit rate 0.031% among 330,000; note: potency is the fitted concentration of half-maximal effect; % is set by controls: 0 for no effect and ±100 for the full control effect; nearly all actives have a fitted effect of over 80% in size
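Purified archaeal chaperonin (25 nM final) was preincubated with compound for 10 min at 37°C, then ATP (10 uM final) was added for 30 min at 37°C in Tris pH 7.4/KCl/MgCl2/DTT buffer. ADP was quantified by HTRF Transcreener TR-FRET.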
A549 tox – Nrf2 qHTS screen for inhibitors: counterscreen for cytotoxicity; AID 504648, 2011; A549 ARE-Fluc cells, CellTiter-Fluor viability, 18-24 h; hit rate 0.16% among 390,000; Potency, µM (titrated, usually from 46 µM), for inactives: top-dose activity change, negative = cytotoxicity, actives largely listed as inhibitors; note: potency is the fitted concentration of half-maximal effect; % is set by controls: 0 for no effect and ±100 for the full control effect
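A549 ARE-Fluc cells in 5% FBS OPTI-MEM, 5000 cells/well, rested 2 h then exposed to compounds in concentration-response for 18-24 h at 37 °C. Viability by CellTiter-Fluor fluorescence (Ex 405/Em 525) after 30 min; luciferase luminescence (BugLite, 15 min, RT) read afterwards.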
Abeta rescue – qHTS for compounds that reverse cellular toxicity of Amyloid beta (A-beta) peptide in yeast: Primary Screen; yeast expressing A-beta42, growth rescue, OD600, 48 h; response scale: 0% DMSO, 100% iron-clioquinol control; Potency, µM (top dose mostly 46.1 µM), for the others: at the highest dose growth rescue, most hits filed as activators; hit rate 0.063% among 410,000; AID 1347071, 2019; note: potency is the fitted concentration of half-maximal effect; nearly all actives have a fitted effect of over 55% in size
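Growth rescue measured by 600 nm absorbance after 48 h yeast culture at 30 C with compound. Values normalized between DMSO and an equimolar ferric chloride plus clioquinol control.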
An asterisk follows results filed as active; i = inactive; ? = inconclusive; . = no result given; [ ] = remark or other dose. Unless noted, calls come from the whole dose curve; as a rule, active = well fitted curve in the direction sought with a large enough effect; inconclusive = small, poorly fitted or top-dose-only effect, or another doubt; inactive = no such curve, though single readings can be large; an effect the other way counts as inactive or inconclusive. Not a hit list; any-hit rate near 4.3%.

#1 COCCN1C(=O)N(c2cccc(C)c2)C(=O)C1CC(=O)Nc1ccc(OC)cc1 (stereo not drawn)
#2 O=C(N/N=C/c1cc(Cl)ccc1O)C(=O)Nc1ccccc1OC(F)(F)C(F)F
#3 COc1ccc(-c2cc3nc(C)cc(C)n3n2)cc1
#4 COc1ccccc1N/N=C(\C#N)C(=N)N1CCOCC1
#5 COc1ccc(S(=O)(=O)N2CCOCC2)cc1NC(=O)CN1C(=O)NC2(CCC(C)CC2)C1=O (stereo not drawn)
#6 CN(C)/C=C(\C#N)C(=O)c1cccnc1Oc1ccc(F)cc1F

Assay by compound	1	2	3	4	5	6
CCT modulator	-0.5	0.1	0.0	0.3	-1.7	-0.6
Nrf2 ARE act	-0.6%	-0.3%	26%	-0.2%	-1.9%	-0.1%
Akt phos inh	i	i	i	i	i	i
TGFb SMAD3 inh	-10%	?	-15%	-1%	-4%	-2%
HepG2 tox	-12%	-9%	-42%	6%	-3%	4%
Nrf2 inh	-13%	?	?	?	.	12%
Mm-Cpn inhibitor	-5%	-1%	-4%	1%	.	1%
A549 tox	-14%	9%	-5%	-17%	.	3%
Abeta rescue	-5%	-11%	-1%	?	-5%	22%

#7 Cc1ccc(C)c(-n2c(CNC(=O)c3ccco3)nnc2SCC(=O)Nc2nccs2)c1
#8 COc1ccc(Cl)cc1NC(=O)C(C)n1c(=O)cc(C(F)(F)F)c2c(C)nn(C)c21 (stereo not drawn)
#9 CCN(CC(=O)Nc1ccc(NC(C)=O)cc1)C(=O)/C=C/c1ccc2c(c1)OCO2
#10 COc1ccccc1CNC(=O)C1=CCN(S(=O)(=O)c2ccc(C)cc2)CC1
#11 CCOC(=O)c1sc(=NC(=O)c2ccc(Br)cc2)n(C)c1C
#12 CCCn1c(N)c(NCCN2CCOCC2)c(=O)[nH]c1=O

Assay by compound	7	8	9	10	11	12
CCT modulator	0.0	.	0.8	0.0	1.8	-0.9
Nrf2 ARE act	0.4%	0.1%	-0.1%	0.1%	3.7%	0.0%
Akt phos inh	i	.	i	i	i	i
TGFb SMAD3 inh	3%	6%	3%	-6%	-1%	8%
HepG2 tox	27%	-7%	5%	7%	-3%	3%
Nrf2 inh	-7%	?	11%	7%	12%	-2%
Mm-Cpn inhibitor	-3%	.	0%	0%	-9%	0%
A549 tox	-8%	13%	-10%	17%	-2%	-1%
Abeta rescue	-9%	-19%	-2%	13%	0%	-3%

#13 O=C(NCC1(N2CCOCC2)CCCCC1)c1ccc(Cl)c(S(=O)(=O)NCc2ccco2)c1
#14 CCOC(=O)N1CCc2c(sc3c2c(=O)n(CCc2ccccc2)c(=O)n3CC(=O)Nc2ccccc2C)C1
#15 COc1ccc(-c2cc(C(=O)Nc3ccccc3F)on2)cc1
#16 Cc1cc(=O)[nH]c(N/N=C/c2ccc(OC(=O)c3ccco3)cc2)n1
#17 CCOc1ccc(/C(O)=C2/C(=O)C(=O)N(c3nc(C)c(C)s3)C2c2ccco2)cc1 (stereo not drawn)
#18 CCOC(=O)C1=C(C)N(C)C(=S)NC1c1ccccc1 (stereo not drawn)

Assay by compound	13	14	15	16	17	18
CCT modulator	-0.9	.	-1.1	-2.4	1.6	-2.5
Nrf2 ARE act	-0.5%	-1.1%	0.2%	0.2%	0.3%	-0.8%
Akt phos inh	i	.	i	i	i	i
TGFb SMAD3 inh	0%	-21%	13%	0%	0%	7%
HepG2 tox	-7%	-23%	6%	0%	10%	-3%
Nrf2 inh	8%	-2%	18%	9%	3%	-24%
Mm-Cpn inhibitor	-1%	.	-4%	0%	-12%	0%
A549 tox	-9%	8%	0%	-6%	?	-6%
Abeta rescue	3%	10%	12%	-10%	-14%	6%

#19 O=C(COC(=O)C1CC2C=CC1C2)NCCc1ccccc1 (stereo not drawn)
#20 COCCN1C[C@@H](CO)O[C@@H](n2cnc3c(NCc4cc(OC)c(OC)c(OC)c4)ncnc32)C1
#21 CCOc1cc(-c2nc(-c3ccc(-c4ccccc4)nc3OCC)no2)cc(OCC)c1OCC
#22 COc1ccccc1C(=O)C1CCCN(C(=O)c2ccco2)C1 (stereo not drawn)
#23 COP(=O)(CC(=O)c1ccccc1)CC(=O)c1ccccc1
#24 O=c1ccc2cc(S(=O)(=O)N3CCCC3)ccc2[nH]1

Assay by compound	19	20	21	22	23	24
CCT modulator	1.1	0.3	.	-1.7	-0.5	.
Nrf2 ARE act	0.4%	-1.2%	3.5%	2.7%	0.1%	0.3%
Akt phos inh	i	i	.	i	i	.
TGFb SMAD3 inh	-1%	4%	-3%	15%	27%	21%
HepG2 tox	2%	0%	-10%	3%	6%	-2%
Nrf2 inh	10%	.	10%	7%	-2%	.
Mm-Cpn inhibitor	-9%	.	.	-5%	-9%	.
A549 tox	2%	.	-4%	?	8%	-1%
Abeta rescue	-38%[inhibitor]	-24%	-19%	-7%	2%	-7%

#25 CCOC(=O)C1(Cc2ccc(Cl)cc2)CCN(C2CCC2)CC1
#26 CCCCCc1cc(=O)oc2c(C(CCN3CCCC3)c3cc(OC)c(OC)c(OC)c3)c(OC)cc(OC)c12 (stereo not drawn)
#27 O=C(CN1CCc2ccccc21)NN1CC(=O)N(c2ccc(Cl)cc2)CC1=O
#28 COC(=O)c1c(NC(=O)CSc2nc3nc(C)cc(C)n3n2)sc(C)c1C
#29 COc1cc(NC(=O)c2ccc(F)cc2)ccc1NC(=O)c1cc2ccccc2o1
#30 COc1ccccc1C(=O)NCCC(=O)NC1=NCCS1

Assay by compound	25	26	27	28	29	30
CCT modulator	-2.6	-4.2	0.3	1.9	1.5	-3.7
Nrf2 ARE act	0.0%	-5.1%	-0.4%	3.0%	-0.1%	-1.1%
Akt phos inh	i	i	i	i	i	i
TGFb SMAD3 inh	-3%	?	13%	1%	0%	8%
HepG2 tox	1%	16µM*	-1%	-9%	-23%	6%
Nrf2 inh	8%	-7%	-8%	-1%	6%	?
Mm-Cpn inhibitor	2%	2%	2%	?	1%	2%
A549 tox	-13%	-11%	1%	0%	-5%	0%
Abeta rescue	11%	6%	-12%	-4%	4%	-6%

#31 Cc1ccc(CNc2ccc(N3C(=O)CCCC3=O)cc2[N+](=O)[O-])cc1
#32 CCOc1ccc(CNC(=O)C2CCCN(S(=O)(=O)c3ccc4c(c3)CCCC(=O)N4)C2)cc1 (stereo not drawn)
#33 CCOC(=O)C1=C(C)N(c2ccccc2)C(=O)C1
#34 c1cncc(-c2nc(-c3ccc4c(c3)OCO4)cs2)c1
#35 CN(C)S(=O)(=O)N1CCC(n2nccc2NC(=O)CCc2ccccc2)CC1
#36 COc1ccc(NC(=O)c2oc3ccccc3c2NC(=O)COc2ccc(F)cc2)c(OC)c1

Assay by compound	31	32	33	34	35	36
CCT modulator	0.3	.	-0.3	-2.5	-1.1	.
Nrf2 ARE act	-0.7%	-0.8%	7.0%	4.4%	0.4%	-1.1%
Akt phos inh	i	.	i	i	i	.
TGFb SMAD3 inh	0%	4%	1%	-3%	-1%	3%
HepG2 tox	-1%	-15%	-7%	-32%	3%	-1%
Nrf2 inh	12%	?	-29%	.	1%	-17%
Mm-Cpn inhibitor	1%	.	-3%	-7%	-1%	.
A549 tox	-10%	9%	?	-16%	6%	-5%
Abeta rescue	-6%	-16%	-4%	-26%	-8%	8%

Four compounds drawn at random from the list so far, as already listed:
#34 c1cncc(-c2nc(-c3ccc4c(c3)OCO4)cs2)c1
#36 COc1ccc(NC(=O)c2oc3ccccc3c2NC(=O)COc2ccc(F)cc2)c(OC)c1
#35 CN(C)S(=O)(=O)N1CCC(n2nccc2NC(=O)CCc2ccccc2)CC1
#31 Cc1ccc(CNc2ccc(N3C(=O)CCCC3=O)cc2[N+](=O)[O-])cc1

Assay by compound	34	36	35	31
CCT modulator	-2.5	.	-1.1	0.3
Nrf2 ARE act	4.4%	-1.1%	0.4%	-0.7%
Akt phos inh	i	.	i	i
TGFb SMAD3 inh	-3%	3%	-1%	0%
HepG2 tox	-32%	-1%	3%	-1%
Nrf2 inh	.	-17%	1%	12%
Mm-Cpn inhibitor	-7%	.	-1%	1%
A549 tox	-16%	-5%	6%	-10%
Abeta rescue	-26%	8%	-8%	-6%

(list continues)
#37 CCOC(=O)c1cc(-c2ccc(C)cc2)n(CCC(=O)NCCCOC)c1C
#38 Cn1cc(SCC(=O)NCCc2ccccc2)c2ccccc21
#39 CCOc1ccc(-n2nc3c(Cl)nnc(C)c3c2C)cc1
#40 O=C(CCCOc1ccc(Br)cc1)Nc1nnc(C2CC2)s1
#41 CCOCc1c(C(=O)Nc2ccccc2N2CCN(C)CC2)oc2ccccc12

Assay by compound	37	38	39	40	41
CCT modulator	-2.1	-2.9	-0.1	-3.9	-4.7
Nrf2 ARE act	0.3%	0.6%	-0.8%	-0.5%	5.5%
Akt phos inh	i	i	i	i	i
TGFb SMAD3 inh	-13%	0%	-26%	-12%	-11%
HepG2 tox	-12%	0%	-3%	-14%	-36%
Nrf2 inh	-5%	?	-19%	?	10%
Mm-Cpn inhibitor	-4%	2%	-1%	0%	1%
A549 tox	-5%	-6%	-7%	-15%	-1%
Abeta rescue	5%	8%	-5%	-2%	1%

Assay outcomes from PubChem BioAssay.
